Compound activity (PubChem BioAssay)
Artemis inh: blocks endonuclease activity of human Artemis; Q96SD1; recombinant Artemis, quenched FAM hairpin cleavage fluorescence; inhibition, % at 10 µM; 30,000 tested, 0.78% active;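 active = at 10 µM dose, at least 30% inhibition, measured as corrected fluorescence normalized to stimulator and neutral control wells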
Target sequence (Q96SD1 whole entry, looked up): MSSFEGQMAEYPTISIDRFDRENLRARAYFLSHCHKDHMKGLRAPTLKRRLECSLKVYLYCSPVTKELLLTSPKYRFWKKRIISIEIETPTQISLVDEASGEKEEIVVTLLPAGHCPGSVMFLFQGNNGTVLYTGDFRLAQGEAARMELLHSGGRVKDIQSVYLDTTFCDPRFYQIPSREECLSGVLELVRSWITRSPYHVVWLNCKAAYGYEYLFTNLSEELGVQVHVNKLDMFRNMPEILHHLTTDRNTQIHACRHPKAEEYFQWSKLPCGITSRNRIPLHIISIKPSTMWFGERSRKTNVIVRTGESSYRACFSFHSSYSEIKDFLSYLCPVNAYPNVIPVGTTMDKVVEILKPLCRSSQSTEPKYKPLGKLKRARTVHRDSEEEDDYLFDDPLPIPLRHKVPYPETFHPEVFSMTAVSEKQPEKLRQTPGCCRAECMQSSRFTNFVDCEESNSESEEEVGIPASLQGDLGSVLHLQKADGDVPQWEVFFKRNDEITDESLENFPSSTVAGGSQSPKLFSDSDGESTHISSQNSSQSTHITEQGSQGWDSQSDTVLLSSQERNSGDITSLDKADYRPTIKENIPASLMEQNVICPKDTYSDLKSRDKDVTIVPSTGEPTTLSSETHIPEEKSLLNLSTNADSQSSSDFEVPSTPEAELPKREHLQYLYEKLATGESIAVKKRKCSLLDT
An asterisk follows results filed as active. An excerpt; the hit share may differ from the screen's.

SMILES | Artemis inh
COC(=O)[C@@H]1C2CCC(C(=O)Nc3ccccc3)(CC2)[C@@H]1C(=O)OC | 4.0
CN(C)S(=O)(=O)c1ccc(C(=O)Nc2ccc(CCC(=O)N3CCCC3)cc2)cc1 | 0.8
c1ccc(SCCOCCn2cncn2)cc1 | -1.2
Brc1cc2c(cc1COc1ccc(-c3nn[nH]n3)cc1)OCO2 | 10.2
Cc1cc(=O)n2nc(N3CCCC(C(=O)NCc4ccc5c(c4)OCO5)C3)sc2n1 (centres undefined) | -4.2
CN(C)c1ccc(C(=O)c2ccc(N(C)C)c(N)c2)cc1N | -5.5
CSC1=N/C(=C\c2ccc(C)o2)C(=O)S1 | 7.5
N=c1c(C(=O)NCc2ccc(F)cc2)cc2c(=O)n3ccccc3nc2n1CCCN1CCOCC1 | 27.0
Cc1ccc(-c2sc(C)nc2CC(=O)O)cc1 | -1.2
c1ccc(SCc2nc(-c3ccccn3)no2)cc1 | -3.6
O=C(NCC1CCCO1)c1c(O)c2cccc3c2n(c1=O)CCC3 (centres undefined) | 5.3
CC(=O)N1CCC(C(=O)c2ccc(Cl)cc2)CC1 | -4.5
O=C(NCc1ccccn1)C1CCCN(S(=O)(=O)c2cccc3nsnc23)C1 (centres undefined) | 2.2
O=c1c2ccccc2nc2n1C(CSCc1ccc(Cl)cc1)CS2 (centres undefined) | -2.4
O=C(NC1CCCCC1)N1CCCCCCC1 | -5.7
COc1ccc(C(=O)Nc2nnc(Cc3cccs3)s2)cc1OC | -5.4
Cc1cc(C(=O)CN2C(=O)NC3(CCCc4ccccc43)C2=O)c(C)n1Cc1cccs1 (centres undefined) | 12.7
O=S(=O)(Cc1nc2ccccc2s1)c1ccccc1 | -0.7
CC(=O)N1CCc2cc(S(=O)(=O)NCCC3=CCCCC3)ccc21 | -0.5
CCc1c(C)sc(NC(=O)CCc2ccc(OC)cc2)c1C(N)=O | -2.6
CCC(=O)Nc1sc2c(c1C(=O)N(C)C)CCCCC2 | -3.7
c1ccc(-c2nnc(CN3CCC4(CC3)OCCO4)o2)cc1 | -1.3
CCN(CC)S(=O)(=O)c1cccc2c(N(C)C)cccc12 | -2.2
CC(C(=O)N(C)C)N(C#N)c1nc(N(C)C)nc(N(C)C)n1 (centres undefined) | -8.7
N#Cc1nc(-c2ccc(Cl)cc2)oc1NCCc1ccccn1 | -2.3
Cc1cc(C)c2[nH]c(=O)c(C(c3nnnn3Cc3ccc4c(c3)OCO4)N3CCC(C)CC3)cc2c1 (centres undefined) | 9.2
CCOC(=O)c1c(NC(=O)CSc2nnc(-c3cccc(C)c3)n2CC)sc(C(C)=O)c1C | 27.5
O=C(CC1CCCCC1)OCn1nnc2ccccc2c1=O | -0.7
CCSc1nnc2n1C(C)(C)Cc1ccccc1-2 | 0.0
Cn1c(=O)c2c(n(C)c1=O)=NC1(CCCCC1)N=2 | 2.5
O=S(=O)(NC1=NCCC1)c1ccc(F)cc1 | 4.0
CC(C)CNS(=O)(=O)c1ccc(CCC(=O)Nc2ccc3c(c2)OCCO3)cc1 | 4.4
COc1ccc2nc(NC(=O)C3CCCN(S(=O)(=O)c4cccs4)C3)sc2c1 (centres undefined) | 39.5*
CCOc1ccccc1Oc1coc2cc(O)ccc2c1=O | 6.0
Cc1ccc2nc(-c3ccccc3)c(NC(=O)c3ccco3)n2c1 | -6.9
COC(=O)c1cnc2ccccc2n1 | 21.8
CC1NC(=O)N(C)C2NC(=O)N(C)C(c3ccccc3)C12 (centres undefined) | -4.6
COc1ccc2cc(C(=O)N3CCOCC3)sc(=O)c2c1OC | -1.0
COc1ccc(Nc2nc3ccccc3nc2-n2nc(C)cc2C)cc1 | -22.3
COC(=O)CCC(=O)c1oc2ccc(Cl)cc2c1NC(=O)CCCN1C(=O)c2ccccc2C1=O | 0.6

Compounds from the list above that contain an aryl thioether with sulfur outside any ring:
SMILES | Artemis inh
c1ccc(SCCOCCn2cncn2)cc1 | -1.2
c1ccc(SCc2nc(-c3ccccn3)no2)cc1 | -3.6
CCOC(=O)c1c(NC(=O)CSc2nnc(-c3cccc(C)c3)n2CC)sc(C(C)=O)c1C | 27.5
CCSc1nnc2n1C(C)(C)Cc1ccccc1-2 | 0.0

Some of the entries so far, in CSV form.
Structure,Artemis inh
COc1ccc(Nc2nc3ccccc3nc2-n2nc(C)cc2C)cc1,-22.3
COC(=O)c1cnc2ccccc2n1,21.8
c1ccc(-c2nnc(CN3CCC4(CC3)OCCO4)o2)cc1,-1.3
N#Cc1nc(-c2ccc(Cl)cc2)oc1NCCc1ccccn1,-2.3

The list continues:
SMILES | Artemis inh
CCOc1ccc(C(C#N)N2CCOCC2)cc1OC (centres undefined) | -1.2
CC(=O)c1ccc(N2C(=O)NC3(CCCCC3)C2=O)cc1 | 2.7
Cc1nc(OCc2ccccc2)c2ccccc2n1 | -4.4
Nc1nnc(COc2cccc(C(F)(F)F)c2)s1 | -9.4
CC(C(=O)Nc1sccc1C(N)=O)N1C(=O)C2CC=CCC2C1=O (centres undefined) | 1.1
CCCOCC1CC2(SC(=Nc3ccc(C)cc3)NC2=O)C(=O)O1 (centres undefined) | -0.7
Cc1cc(NC(=O)CCC(=O)N(c2ccc(F)cc2)C(C(=O)NC2CCCC2)c2ccncc2)no1 (centres undefined) | -0.9
CC(C)c1nnc(NC(=O)CC(=O)Nc2ccccc2C(=O)O)s1 | -9.8
Cn1cc(Br)c(C(=O)Nc2sc3c(c2C(N)=O)CCC3)n1 | 1.0
CC1(C)CC(=O)C(C=Nc2ccccc2Sc2ccccc2)=C(O)C1 | 6.2
CN1C(=O)CC(N2CCN(CCN=CC3=C(O)CC(C)(C)CC3=O)CC2)C1=O (centres undefined) | -1.4
CCOCC(=O)Nc1cccc(Br)c1 | -7.3
CCc1ccc(/C=c2\s/c(=C\C(=O)C(C)(C)C)[nH]c2=O)cc1 | 15.1
CC(=O)NCC(=O)NC(Cc1ccccc1)C(N)=O (centres undefined) | -11.1
CN(C)C(=O)C(=O)c1c(-c2ccccc2)cc2ccccn12 | -2.6
CS(=O)(=O)N(CC(=O)N/N=C/c1cc([N+](=O)[O-])ccc1Cl)c1ccccc1 | -4.2
COC(=O)c1cc(Br)c(=O)n(-c2ccccn2)c1 | -1.0
COc1ccc(C(=O)COC(=O)c2ccc(NC(C)=O)cc2)cc1[N+](=O)[O-] | -3.6
Cc1nonc1NCn1nnc2ccccc21 | 2.4
CCOc1ccccc1C(=O)NCC(=O)OCC(=O)c1ccc2c(c1)OCCO2 | 2.8
COc1cccc(C(=O)N/N=C/c2ccc(OC3CSC3)cc2)c1 | -4.2
Cc1csc(SCC(=O)NC23CC4CC(CC(C4)C2)C3)n1 | -5.0
N#C/C(=C\c1c(N2CCOCC2)nc2ccccn2c1=O)S(=O)(=O)c1ccccc1 | 3.6
O=C(Nc1cccc2ncccc12)c1cc2ccccc2o1 | -7.5
CC(=O)N1CCc2cc(S(=O)(=O)NCCCOC(C)C)ccc21 | -2.6
CCOC(=O)c1cnc2ccc(C)cc2c1Sc1ccc(F)cc1 | 6.4
C=C(C)c1ccc(C(C)(C)NC(=O)N2CCN(C)CC2)cc1 | -3.2
Cc1ccc2cc3c(NC(=O)c4cccnc4)nn(C)c3nc2c1 | 7.1
CCOC(=O)c1c(NC(=O)CSc2nnnn2-c2ccccc2)sc2c1CCC(C)C2 (centres undefined) | -4.4
Cc1nc(NC(=O)CCC(=O)O)sc1C(=O)N(C)C | -0.8
CC(C)(C)C1CCc2nc(NC(=O)Cc3cn4ccsc4n3)sc2C1 (centres undefined) | 19.9
COC(=O)c1[nH]c2ccc(Br)cc2c1NC(=O)CN1CCCc2ccccc21 | 18.4
O=C(/C=C/c1ccccc1F)c1ccoc1 | -2.5
CCN1CCN(C(=S)Nc2ccc([N+](=O)[O-])cc2)CC1 | 4.8
Cn1nnc2cc(C(=O)N3CCC(c4ccccc4)C3)ccc21 (centres undefined) | -4.3
COc1ccc(Nc2nc(NCc3ccco3)nc(N/N=C/c3ccccc3)n2)cc1 | 71.9*
COC(=O)c1sccc1NC(=O)c1ccc(Br)o1 | -6.4
COC(=O)C1=C(N)Oc2cc(C)n(CCCn3ccnc3)c(=O)c2C1c1ccc(Cl)cc1 (centres undefined) | 3.2
COC1Cc2ccccc2N(C(=O)N2CCN(CCO)CC2)c2ccccc21 (centres undefined) | 5.2
O=C(Nc1ccccc1C(=O)N1CCOCC1)c1cccc(S(=O)(=O)N2CCCC2)c1 | -4.8
O=C(CN1CCN(c2ccccn2)CC1)Nc1ccc(OCc2ccccc2)cc1 | -1.5
O=C(CN(C(=O)c1ccc2c(c1)OCCO2)c1ccccc1)NCC1CCCO1 (centres undefined) | -0.9
Cc1c(Cl)c([N+](=O)[O-])nn1CC(=O)NCc1ccco1 | 5.0
CCn1c(SCC(=O)Nc2ccc(S(=O)(=O)Nc3ccccn3)cc2)nnc1-c1ccncc1 | -3.6
CC(C)C(=O)Nc1cc2c(cc1C(=O)c1ccccc1)OCCO2 | -11.9
Cc1cc(C)n(CC(=O)O)n1 | -0.8
COCCNC(=O)C(C)N1c2cccc3cccc(c23)S1(=O)=O (centres undefined) | -7.5
O=S1(=O)CCN(Cc2ccccc2Cl)CC1 | -8.9
CCCn1c(NCc2cccs2)nc2ccccc21 | -1.1
CN(C)c1ccc(/C=C2\NC(=S)N(Cc3ccccc3)C2=O)cc1 | -5.8
Cn1cc(C(=O)N2CCN(c3ccccn3)CC2)c(=O)c2cc(S(=O)(=O)N3CCOCC3)ccc21 | -6.0
CC1(C)CC(=O)C=C(Nc2ccc(F)cc2F)C1 | -5.6
CN(C(=O)c1cc2n(n1)C(C(F)(F)F)CC(c1ccco1)N2)c1ccccc1 (centres undefined) | 8.9
COc1nc(NCC(C)C)nc(Oc2ccc(OCc3ccccc3)nn2)n1 | 6.1
COc1ccc(/C(O)=C/c2nc3ccccc3n(-c3ccccc3)c2=O)cc1 | -10.5
CC1CSc2nc3sc4c(c3c(=O)n21)CCCC4 (centres undefined) | -1.9
CC(C)NC(NC(=O)Cc1ccccc1)C(Cl)(Cl)Cl (centres undefined) | 3.4
COCCNC(=O)CN(c1ccc(C)cc1)S(=O)(=O)c1ccc(SC)cc1 | 6.3
CCOc1ccccc1-c1cc(C(=O)N/N=C/c2ccc3c(c2)OCO3)c2ccccc2n1 | 15.8
Cc1nc(-c2ccccc2)sc1C(=O)CSc1ccccc1 | 1.7
The results go on.
SMILES | Artemis inh
COc1ccc(NC(=O)N(CCO)Cc2cc3c(C)cc(C)cc3[nH]c2=O)cc1 | 2.2
Cc1cc(Cl)ccc1Oc1ncc(CN2CCN(c3ccccc3)CC2)s1 | 9.6
CN(C(=O)c1ccco1)c1nc(CC(=O)Nc2ccccc2)cs1 | -4.2
COC(=O)c1c(NC(=O)CSc2nnnn2-c2ccccc2)sc2c1CCCC2 | 13.7
Cc1cc(NC(=O)CSc2nnc(Cc3ccccc3)o2)no1 | -5.7
COc1ccc2cc(CN(Cc3ccco3)C(c3nnnn3C3CCCCC3)C(C)C)c(=O)[nH]c2c1 (centres undefined) | 12.1
COc1ccc(C(=O)N2CCN(S(=O)(=O)N3CCOCC3)CC2)cc1OC | -7.1
COc1cc(C)nc(N2CCCC(C(=O)NCC(C)C)C2)n1 (centres undefined) | -26.4
O=C(OCc1cnc(Cl)s1)c1cccc(Cl)c1Cl | 2.4
CCOc1ccc(NC(=O)c2ccc3snnc3c2)cc1 | 0.5
CC(=O)Nc1ccc(S(=O)(=O)Nc2nc3ccccc3nc2N2CCCC2)cc1 | -1.3
Cc1nc(Nc2nc(-c3ccccc3)cc(=O)[nH]2)nc2ccccc12 | 18.2
CC(C)(C)c1ccc(S(=O)(=O)O/N=C2/CCCCC2c2ccc([N+](=O)[O-])cc2[N+](=O)[O-])cc1 (centres undefined) | 1.7
CCOC(=O)Cn1nc(C)c2c1CCCC2=O | 4.8
O=C(Nc1c(F)cc(F)cc1Br)c1cc2nc(C(F)F)cc(C(F)F)n2n1 | 5.8
O=C(O)CCc1ccc(S(=O)(=O)N2CCOCC2)cc1 | 0.0
CC(Nc1cc(N2CCCC2)ccc1[N+](=O)[O-])c1ccccc1 (centres undefined) | -3.9
Cc1c(C(=O)Oc2ccc(-c3cnc4ccccc4n3)cc2)cccc1[N+](=O)[O-] | 9.8
O=C(Nc1nccs1)c1ccc(Cl)c(S(=O)(=O)N2CCCCC2)c1 | -2.2
O=C(NC1CCCCC1)C(c1ccccc1)N1CCC2(CC1)OCCO2 (centres undefined) | 0.6

Four of these compounds in a different format.
CC(Nc1cc(N2CCCC2)ccc1[N+](=O)[O-])c1ccccc1 (centres undefined)
  Artemis inh = -3.9

COc1cc(C)nc(N2CCCC(C(=O)NCC(C)C)C2)n1 (centres undefined)
  Artemis inh = -26.4

O=C(O)CCc1ccc(S(=O)(=O)N2CCOCC2)cc1
  Artemis inh = 0.0

CC(=O)Nc1ccc(S(=O)(=O)Nc2nc3ccccc3nc2N2CCCC2)cc1
  Artemis inh = -1.3

Continuation:
SMILES | Artemis inh
CCNC(=O)NC(=O)C(C)Sc1ccc2c(c1)OCCO2 (centres undefined) | -8.8
CCC(=O)Nc1ccc(NC(=O)c2cc3ccccc3o2)cc1 | -7.2
CCOc1ccc2[nH]c(=O)c(C(c3nnnn3CCOC)N3CCOCC3)cc2c1 (centres undefined) | -6.5
COc1cc2oc3ccccc3c2cc1N(CC(=O)N1CCCCC1)S(=O)(=O)c1ccc(C)cc1 | 16.5
COC(=O)c1ccc(C(=O)OCc2nc3cc4ccccc4cc3[nH]2)cc1 | 0.0
Cc1ccn2c(NC3CCCCC3)c(C(C)C)nc2c1 | -10.5
O=C(Cc1cn2ccsc2n1)Nc1cccc2cnccc12 | 0.5
O=C(CSc1nc(-c2ccc(F)cc2)cc(C(F)(F)F)n1)NCc1ccco1 | 1.0
O=C(Nc1cccc(F)c1)c1ccc2c(c1)OCO2 | 1.8
COc1ccccc1CNc1nc2nc(C)cc(=O)n2[nH]1 | 6.4
Cc1ccc(NC(=O)Nc2ccccc2C(=O)NCc2ccccc2)cc1 | 1.9
c1ccc2c(c1)nc(CN1CCOCC1)n1c3ccccc3nc21 | -4.6
COC(=O)c1ccccc1NC(=O)CC#N | -9.5
O=C(N/N=C/C(Cl)=C/c1ccccc1)c1cnccn1 | 5.7
